Source: PubChem BioAssay
SENP7 block: SENP7 protease inhibition | Q9BQF6 | recombinant SENP7, Z-RLRGG-aminoluciferin luminescence, 40 min | inhibition, % at 5 µM | 1.5% of 330,000 active;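 active means inhibition above about 50% at the single test dose, limit read from the data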;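 further: plate controls were DMSO with enzyme for no effect and no enzyme buffer wells for full effect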
Target sequence (Q9BQF6 706-1050 limits assumed): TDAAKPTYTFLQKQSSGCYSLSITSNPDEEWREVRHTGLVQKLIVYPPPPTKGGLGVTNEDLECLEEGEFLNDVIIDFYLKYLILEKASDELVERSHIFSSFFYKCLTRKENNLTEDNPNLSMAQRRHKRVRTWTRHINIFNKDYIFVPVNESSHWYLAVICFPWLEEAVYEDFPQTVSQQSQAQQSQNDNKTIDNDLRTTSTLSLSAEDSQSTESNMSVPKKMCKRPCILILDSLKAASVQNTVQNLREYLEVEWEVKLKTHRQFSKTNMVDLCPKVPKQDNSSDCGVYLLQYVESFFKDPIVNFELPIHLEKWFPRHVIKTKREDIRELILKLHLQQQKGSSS
UBC13 inh: human UBC13 polyubiquitination inhibition. UBC13 polyubiquitin chain formation, TR-FRET. inhibition, % at 20 µM. 0.47% of 330,000 active; in the data active means inhibition above about 45%, passing the limit was not always enough
Target sequence (P61088 whole entry, looked up): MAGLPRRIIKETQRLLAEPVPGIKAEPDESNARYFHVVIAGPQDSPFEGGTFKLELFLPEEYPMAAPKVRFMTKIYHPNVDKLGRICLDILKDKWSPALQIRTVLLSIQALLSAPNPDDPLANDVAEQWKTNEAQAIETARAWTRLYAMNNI
SENP8 inh: inhibitors of human SENP8 protease; Q96LD8; purified SENP8, Z-RLRGG-aminoluciferin cleavage, luminescence; inhibition, % at 10 µM; 1.2% of 330,000 active
Target sequence (Q96LD8 whole entry, looked up): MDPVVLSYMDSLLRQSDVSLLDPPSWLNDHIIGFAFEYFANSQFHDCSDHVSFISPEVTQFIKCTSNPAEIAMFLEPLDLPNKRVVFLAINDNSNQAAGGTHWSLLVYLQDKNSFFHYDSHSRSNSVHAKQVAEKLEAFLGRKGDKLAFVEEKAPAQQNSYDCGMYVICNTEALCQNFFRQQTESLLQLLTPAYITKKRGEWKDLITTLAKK
Gli-Sufu antag: Gli-Sufu pathway antagonism | Sufu-KO-LIGHT fibroblasts, Gli luciferase reporter luminescence | inhibition, % at 5 µM | 0.74% of 340,000 active;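 active means inhibition above about 55%, limit read from the data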;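 further: 0% = DMSO-treated cells and 100% = wells with medium but no cells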
HKDC1 inh: HKDC1 (human) hexokinase inhibition; Q2TB90; recombinant HKDC1, G6PDH/diaphorase resazurin coupled fluorescence; inhibition, % at 20 µM; 0.16% of 340,000 active; AID 493160;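 active means inhibition above about 35% when tested at 20 µM, limit read from the data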;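 further: plate controls were DMSO wells with enzyme for no effect and DMSO wells lacking enzyme for full effect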
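test system = in-house recombinant HK5 (HKDC1) enzyme | amount = HKDC1 at 5 µg/mL | control set = DMSO-enzyme wells negative, buffer-substituted wells positive | compound = one dose of 20 µM, 1% DMSO | schedule = reaction time 90 min, room temperature, protected from light | technique = resorufin fluorescence at 613 nm | reagent = glucose with 1 mM ATP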
697 NFkB inh: lowers PMA/ionomycin-induced NF-kB signal in 697 B cells; 697 B-cell NF-kB luciferase reporter, 16 h; inhibition, % at 4 µM; 0.33% of 330,000 active; AID 435022; in the data active means inhibition above about 35%
Jurkat NFkB inh: inhibitors of the PMA/ionomycin-induced NF-kB reporter in Jurkat cells. 0.53% of 330,000 active. PMA/ionomycin-induced NF-kB luciferase reporter, luminescence. inhibition, % at 4 µM
Apaf1 inhib: human Apaf-1 inhibition; reconstituted apoptosome caspase-3 activity, DEVD-Rh110 fluorescence; inhibition, % at 20 µM; 0.71% of 330,000 active; active means inhibition of at least 40% at 20 µM;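 further: plate controls were DMSO wells for no effect and DEVD-CHO caspase inhibitor wells for full effect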
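Assay system – apoptosome proteins · Medium – Hepes buffer, pH 7.5 · Also added – cytochrome c with DEVD-Rh110 · Timing – 30 min compound preincubation, 50 min activation, room temperature · Detection – Rh110 fluorescence, excitation 480 nm, emission 540 nm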
* = called active by the depositor; & = joins results of further samples. Unless noted, no stated cut-off is given here; in the data, active means inhibition above about 50%; inactive means the rest.

SMILES	SENP7 block	UBC13 inh	SENP8 inh	Gli-Sufu antag	HKDC1 inh	697 NFkB inh	Jurkat NFkB inh	Apaf1 inhib
O=CN1CCN(C(C(=O)NC2CCCCC2)c2ccc(Cl)cc2)CC1 (configuration not stated)	7	-3	1	6	0	7	4	-18
O=C(CSc1nc2ccccc2c(=O)n1CCCO)Nc1ccc2c(c1)OCCO2	-15	22	-3	1	-2	-17	-12	11
O=C1c2ccccc2C(=O)C1(CO)c1ccc(OC(F)F)cc1	3	-17	94*	-51	-2	-113	-7	-2
CCC(=O)N1CCc2cc(Br)cc(S(=O)(=O)CCC(=O)NCCOC)c21	-6	-10	-2	-3	1	-28	-23	12
CC(=O)Oc1ccc(CC(C(=O)O)N2C(=O)c3ccccc3C2=O)cc1 (configuration not stated)	9	0	-1	7	-3	1	8	-6
CCN1C(=O)N[C@H](c2ccc(Br)cc2)C(C(C)=O)=C1C	5	-7	3	3	-3	9	5	-1
COc1ccc2c(C)cc3n[nH]c(=S)n3c2c1	-3	-2	-3	1	19	13	-17	-2
CCN(CC(=O)Nc1c(F)cccc1F)C(=O)c1ccc2ccccc2n1	1	-2	6	-7	-9	0	14	-2
NS(=O)(=O)c1cc([N+](=O)[O-])ccc1NCc1cccnc1	-4	2	1	7	-1	16	-21	0
O=C(CN1CCN(CC(=O)Nc2cccc(F)c2)CC1)NCC1(N2CCOCC2)CCCCC1	-1	11	1	-5	-6	23	6	3
Cc1cc(-c2nnc(SCc3ccccn3)o2)no1	-11	-3	-8	-13	10	-11	-7	-23
CC(NC(=O)CCN1C(=O)c2ccccc2C1=O)c1ccccc1 (configuration not stated)	5	0	6	-4	-4	5	-8	-1
O=C(c1ccccc1)N1CCN(CC(O)COc2ccc(Br)cc2)CC1 (configuration not stated)	13	-5	-4	5	-8	-9	1	10
CN1CCN(C(=O)C2CCCN(S(=O)(=O)c3ccc(Cl)cc3)C2)CC1 (configuration not stated)	-1	-2	-7	-8	-5	4	0	-26
CCCCOCCCNC(=O)c1ccccc1OCC	3	1	5	-2	-9	9	-7	-28

Sorted by the number under Jurkat NFkB inh (high to low): some entries from above.
canonical_smiles	SENP7 block	UBC13 inh	HKDC1 inh	697 NFkB inh	Jurkat NFkB inh
CCN(CC(=O)Nc1c(F)cccc1F)C(=O)c1ccc2ccccc2n1	1	-2	-9	0	14
CN1CCN(C(=O)C2CCCN(S(=O)(=O)c3ccc(Cl)cc3)C2)CC1 (configuration not stated)	-1	-2	-5	4	0
Cc1cc(-c2nnc(SCc3ccccn3)o2)no1	-11	-3	10	-11	-7
O=C(CSc1nc2ccccc2c(=O)n1CCCO)Nc1ccc2c(c1)OCCO2	-15	22	-2	-17	-12
COc1ccc2c(C)cc3n[nH]c(=S)n3c2c1	-3	-2	19	13	-17
NS(=O)(=O)c1cc([N+](=O)[O-])ccc1NCc1cccnc1	-4	2	-1	16	-21
CCC(=O)N1CCc2cc(Br)cc(S(=O)(=O)CCC(=O)NCCOC)c21	-6	-10	1	-28	-23

Remaining list, next part
SMILES	SENP7 block	UBC13 inh	SENP8 inh	Gli-Sufu antag	HKDC1 inh	697 NFkB inh	Jurkat NFkB inh	Apaf1 inhib
Cc1nn(CC(=O)Nc2ccccn2)c(C)c1Br	6	-4	4	19	-7	6	9	8
COc1cccc2cc(-c3nnc(SCC(=O)NCc4ccccc4)n3C)oc12	-7	5	-6	1	4	17	3	-14
COC(=O)c1c(C(=O)OC)c(-c2ccc(C(C)(C)C)cc2)n2c1CS(=O)C2 (configuration not stated)	3	0	7	8	-15	10	7	-9
CNC(=S)NNC(=O)Cc1ccc(OC)cc1	17	-6	-4	-3	-5	-2	-8	-9
CC(=O)Nc1ccc(N(C(=O)Cc2c[nH]c3ccccc23)C(C(=O)NC2CCCCC2)c2ccco2)cc1 (configuration not stated)	4	5	6	13	-1	5	0	7
Cc1cc(C(=O)c2ccccc2)c(NC(=O)CCl)s1	-5	6	-3	-2	10	-12	3	5
COc1cccc(N2CCN(CC(=O)Nc3nc(C)c(C(=O)N(C)C)s3)CC2)c1	-3	3	-6	-9	-4	-4	-6	-18
O=C(NCCCN1CCOCC1)C(=O)c1c[nH]c2ccccc12	-2	-2	1	31	-7	7	6	1
CCOCCCNCc1cccc(OC)c1	-1	8	-1	3	-1	8	-6	-1
COc1ccc(C(=O)Nc2cc3c(cc2Cl)OCCCO3)cc1	2	-4	-6	8	-1	-130	-111	12
COc1ccc2cc(Br)ccc2c1CC(=O)NC1CC(C)(C)NC(C)(C)C1	-34	-6	-7	7	-7	-5	5	9
CCN(CC)CCSc1nc2ccccc2c(=S)n1-c1ccccc1	6	10	1	22	-8	3	12	8
O=C(c1ccccn1)N1CCN(c2ccc(C(F)(F)F)cn2)CC1	-7	-2	-6	5	-6	-6	-2	-9
COc1cc(NC(=S)NCCCO)c(OC)cc1Cl	-1	-10	-4	0	-7	-8	-13	-1
O=C(Nc1ccc2c(c1)OCO2)Nc1ccc(F)cc1F	90*	-1	73*	-59	-3	-107	-85	12

Quoted from the listing.
SENP7 block result of CCOCCCNCc1cccc(OC)c1 reads -1
UBC13 inh result of Cc1cc(C(=O)c2ccccc2)c(NC(=O)CCl)s1 reads 6

Additional results follow:
SMILES	SENP7 block	UBC13 inh	SENP8 inh	Gli-Sufu antag	HKDC1 inh	697 NFkB inh	Jurkat NFkB inh	Apaf1 inhib
COc1ccc(C(=O)CC(=O)C(=O)Nc2cc([N+](=O)[O-])ccc2OC)cc1	7	-21	6	13	1	-9	-8	9
Fc1cccc(NC(=S)NCc2cccnc2)c1	-9	-9	-14	-5	-11	-22	-5	6
Cc1csc2ncc(C(=O)NCCC(c3ccccc3)c3ccccc3)c(=O)n12	4	13	-8	28	5	6	4	3
CC(=O)c1ccc(OCc2cc([N+](=O)[O-])cc3c2OCOC3)cc1	-3	6	-7	10	0	6	0	13
CCOc1ccc(CNC(=O)CCC(=O)N2Cc3cccc(OC)c3Oc3ncccc32)cc1	5	3	2	-3	-7	-22	-6	-8
CCOC(=O)N1CCN(C(=O)CN(Cc2ccccc2)S(C)(=O)=O)CC1	3	-6	-7	-7	-6	-7	-2	-2
Cc1cc2c(sc3ccccc32)c(C)n1	3	1	-6	-2	4	-18	6	-7
O=C(NCCC1=CCCCC1)C1CCCN(S(=O)(=O)c2cccnc2)C1 (configuration not stated)	7	-1	-8	22	-8	13	-11	-3
O=[N+]([O-])c1ccc(/C=N/n2c(CO)nc3ccccc32)s1	28	-18	5	28	1	-18	20	-4
Cc1cccc(-c2nnc(SCC(=O)Nc3nc4c(s3)CCCC4)n2C)c1	4	9	-3	1	-2	14	-1	12
CCOc1ccc(C(=O)NCCCN2CCCC2=O)cc1	3	-11	-8	-16	-6	3	10	7
CCN1CCC2(CCN(C(=O)c3cc(COc4cc(C)ccc4C)on3)C2)C1 (configuration not stated)	0	20	7	28	-5	-9	-17	17
Clc1ccc2nsnc2c1NC1=NCCN1	-8	-10	0	11&0	-1&-2	-4	-17	-3
COc1ccc(NC(=O)C2=CN3CCS(=O)(=O)N=C3C=C2)c(OC)c1	7	-1	7	6	6	8	-11	-18
CCC(=O)Nc1ccc2c(c1)ncn2C	-2	5	-1	-9	-1	7	6	-13
O=C(CCCOc1ccc(Br)cc1)NCCc1ccc(OC(F)F)cc1	7	13	-4	-9	-3	0	-4	15
COC(=O)Cc1cc(=O)n(-c2nc3ccccc3s2)[nH]1	1	-19	-10	-1	-9	0	13	-2
O=C(c1ccc(S(=O)(=O)c2cccc(Cl)c2)c([N+](=O)[O-])c1)N1CCN(c2ccccn2)CC1	18	0	-4	18	14	-9	30	12
O=C(NNC(=O)c1ccc2c(c1)OCO2)NC12CC3CC(CC(C3)C1)C2	-1	2	11	-3	-7	21	8	4
O=C(CP(=O)(c1ccccc1)c1ccccc1)N/N=C/c1cc(Br)cc(Br)c1O	-8	-29	-8	48	0	-50	-4	6
CCCCN1C(=O)c2ccc(C(=O)NCCN3C(=O)S/C(=C\c4cccnc4)C3=O)cc2C1=O	-2	8	1	-2	-5	7	-8	7
CCC(C)NC(=O)c1oc2ccc(S(=O)(=O)N3CCC4(CC3)OCCO4)cc2c1C (configuration not stated)	5	4	-1	-12	-4	5	-7	4
Cc1cc(C(=O)NP(=O)(N2CC(C)OC(C)C2)N2CC(C)OC(C)C2)c(C)n1C1CC1 (configuration not stated)	4	-1	0	8	-9	13	-3	0
COc1ccccc1OCCCCOc1ccccc1F	-21	0	-11	-18	15	-63	-27	-3
COc1cccc(-c2nnc(NC(=O)c3ccc(S(=O)(=O)N(CC(C)C)CC(C)C)cc3)o2)c1	-2	-24	-4	31	-2	-40	12	4
Nn1cnnc1SCC(=O)N1CCc2ccccc2C1	5	-2	-1	10	-2	-21	-5	6
Cc1cc(NS(=O)(=O)c2ccc(NC(=O)CSc3nc4ncc(Br)cc4[nH]3)cc2)nc(C)n1	-3	-5	-14	9	3	2	-3	-7
Cc1ccc(NC(=O)c2cc(S(=O)(=O)N3CCOCC3)cn2C)cc1F	0	6	12	-15	0	12	16	-7
COc1ccc(NS(=O)(=O)c2ccc3c(c2)NC(=O)CO3)c(OC)c1	1	0	-4	4	-2	-12	-4	8
CCCn1cc(CN2CCC(n3nccc3NC(=O)CCOc3ccccc3)CC2)c(C)n1	3	4	8	1	0	7	17	9
CCOC(=O)N1CCc2c(sc3ncn(C)c(=O)c23)C1	6	8	-2	2	0	1	1	-6
Cn1c(=O)c2c(nc(N3CCOCC3)n2CCc2ccccc2)n(C)c1=O	5	0	1	-5	-4	9	12	1
CS(=O)(=O)N(CC(=O)Nc1ccc2c(c1)OCCO2)c1ccc2c(c1)OCO2	-6	5	-4	-3	-1	2	4	-3
COc1ccc(C(=O)NCc2nnc(SCCOc3ccccc3)n2C)cc1	-1	4	0	52	0	14	-2	4
Cc1ccccc1N(C(=O)CCCC(=O)Nc1ccccn1)C(C(=O)NC1CCCC1)c1ccc(O)cc1 (configuration not stated)	3	10	17	5	0	18	19	11
C=CCOC(=O)C1=C(C)NC(=O)NC1/C=C/c1ccccc1OC (configuration not stated)	-16	-2	-5	23	-2	-9	-3	7
CC(C)CC(=O)NC(=S)Nc1ccc(NC(=O)c2ccco2)cc1	-7	-2	-9	1	-8	2	-4	5
CCc1cc(=O)[nH]c(SCC(=O)Nc2ccc3c(c2)OCCO3)n1	-6	-11	6	-6	-1	-1	-6	1
O=C(Nc1ccc(N2CCOCC2)c(Cl)c1)c1ccccc1F	7	2	-17	-80	5	-92	-99	-16
COc1ccccc1C/C(N)=N/OC(=O)c1ccc(C)c([N+](=O)[O-])c1	8	4	0	-6	7	9	2	-19
O=C(COC(=O)COc1ccc(Cl)cc1)NCCCc1ccccc1	7	11	-2	8	3	4	-26	7
N#Cc1nc(-c2ccc(OCc3ccccc3)cc2)oc1N1CCOCC1	1	21	4	-1	-3	13	9	-6
Nc1c(-c2ccc(Cl)cc2)cnn1-c1cccc([N+](=O)[O-])c1	3	-13	-11	-33	-5	-47	-39	5
Cc1cc(C)n2nc(SCC(=O)N/N=C/c3ccccn3)nc2n1	4	-13	4	-6	-5	-1	1	-11
CC1CC(C)CN(CCCNC(=O)c2ccc3c(c2)ncn3C2CCCC2)C1 (configuration not stated)	2	1	7	-9	1	-30	-9	5
O=C(O)c1ccn2c(C(=O)c3ccccc3)c(-c3ccccc3)cc2c1	2	3	10	2	-3	19	-10	-3
CCN(CC)C(=O)C1CCN(Cc2ccc(OCc3ccccc3)c(OC)c2)CC1	0	4	2	19	-4	10	-15	-5
CC(C)(C)C(=O)Nc1c(Cl)cccc1OC(F)(F)F	0	-5	10	-5	-2	-6	13	-10
CC(C)Oc1ccc(/C=N/NC(=O)C2CCCN2S(=O)(=O)c2ccc(Cl)cc2)cc1 (configuration not stated)	-1	-1	2	2	-2	7	-11	27
O=C(NNC(=O)C1CCN(S(=O)(=O)c2ccccc2)CC1)c1ccccc1O	7	12	1	8	-10	-4	3	-4
COc1ccc(OCCOc2ccccc2[N+](=O)[O-])cc1	0	-2	-8	-43	-6	-59	-44	2
